Screening results deposited in PubChem BioAssay by National Center for Advancing Translational Sciences (NCATS).
uPA surface inh: qHTS for Inhibitors of Cell Surface uPA Generation; cell surface uPA generation assay, qHTS; Potency, µM (titrated, usually from 38.3 µM), for inactives: top-dose activity change, negative = inhibition, hits mostly inhibitors; 0.31% of 330,000 active; AID 540303, 2011; active means well fitted inhibition curve with a large enough effect; inconclusive means small, poorly fitted or top-dose-only effect; inactive means no such curve, though single readings can be large or run the other way; tested in mouse RAW 264.7 cells; further: potency means the concentration at half of the fitted maximal effect; on the % scale 0 is the no-effect control and ±100 the full control effect; nearly all actives have a fitted effect of over 55% in size
TSG101-PTAP inh: qHTS Assay for Iinhibitors of HIV-1 Budding by Blocking the Interaction of PTAP/TSG101 | Fluorescence polarization, FITC-PTAP peptide / Tsg101 binding | Potency, µM (titrated, usually from 115 µM), without a hit: top-dose activity change, negative = inhibition, hits mostly inhibitors | 340,000 tested, under 10 active | AID 493005, 2010; active means well fitted inhibition curve with a large enough effect in the main read-out, with a control signal flat, not every such curve was filed as active; inconclusive means small, poorly fitted or top-dose-only effect, or effect the other way, or a change in a side signal; inactive means no such curve, though single readings can be large or run the other way; further: potency means the concentration at half of the fitted maximal effect; % of control where 0% means no effect
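Fluorescence polarization binding of Tsg101 binding domain (10 uM final) to FITC-labeled PTAP peptide (50 nM final) in HEPES pH 7.5 buffer with NaCl, Tween 20, EDTA, TCEP. Compounds added before peptide; binding 20 min at RT.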
ELG1 repair inh: qHTS screen for small molecules that inhibit ELG1-dependent DNA repair in human embryonic kidney (HEK293T) cells expressing luciferase-tagged ELG1; HEK293T ELG1-luciferase reporter, luminescence, 16 h; DNA damage induced by 5-fluorouridine; Potency, µM (doses to about 46.1 µM), for the others: at the top dose activity change, negative = inhibition, hits mostly inhibitors; 2.3% of 330,000 active; AID 504467, 2011; further: potency means the concentration at half of the fitted maximal effect; on the % scale 0 is the no-effect control and ±100 the full control effect; nearly all actives have a fitted effect of over 55% in size
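DMSO vehicle served as the neutral condition. Each well held 2,000 cells given 5-fluorouridine plus compound; after 16 hr at 37 °C/5% CO2, ONE-Glo was added and luciferase measured 30 min later.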
Eya2 inh: qHTS Assay for Inhibitors of the Phosphatase Activity of Eya2. recombinant Eya2, OMFP fluorescence dephosphorylation (OMFP is methylfluorescein phosphate). Potency, µM (top dose mostly 76.9 µM), inactives show top-dose activity, negative = inhibition, usual class: inhibitors. 0.006% of 330,000 active. AID 488837, 2010; further: potency means the concentration at half of the fitted maximal effect; on the % scale 0 is the no-effect control and ±100 the full control effect
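Eya2 (0.2 uM) preincubated 10 min at ambient with compound, then OMFP substrate added at 50 uM; 10 min reaction in 50 mM HEPES pH 7.5, 50 mM NaCl, 5 uM MgCl2, 0.05% BSA, 1 mM DTT. Fluorescence read at Ex 485/Em 525 nm.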
BCR signal inh: qHTS Assay to Find Inhibitors of Chronic Active B-Cell Receptor Signaling; ABC-DLBCL IkBa-CBG/CBR reporter, luminescence ratio, 4 h; Potency, µM (series often up to 46.1 µM), without a hit: at the highest dose ratio change, negative = lower green/red ratio, most hits filed as inhibitors; 0.05% of 340,000 active; AID 493014, 2011; active means well fitted inhibition curve with a large enough effect in the signal ratio, with a control signal flat, not every such curve was filed as active; inconclusive means small, poorly fitted or top-dose-only effect, or effect the other way, or a change in a side signal; the % refers to the signal ratio;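 further: potency means the concentration at half of the fitted maximal effect; plate controls were basal doxycycline-induced cells for no effect and cells given 10 µM MG132 for full effect; MG132 reads +100%, hits lower the ratio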
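Cell line TMD8 (human ABC DLBCL), stably expressing tet-inducible CBG68-IkBa fusion and CBR; IMDM/0.5% FBS; cpd up to 46 uM; dox induction, 4 h, 37C/5% CO2; dual luminescence; green/red ratio; MG132 control.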
TCR activator: Activators of T cell receptors: qHTS campaign. primary human leukocytes, anti-CD3, IL-2 HTRF, 48 h. 330,000 tested, under 10 active. Potency, µM (highest dose often 9.22 µM), for inactives: at the top dose activation of IL-2 secretion, actives largely listed as activators; further: % of control where 0% means no effect
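Human primary leukocytes + a-CD3 beads + cpd, 48 hr; IL-2 in supernatant by HTRF (ex 320nm / em 665nm). No co-stimulatory signal supplied.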
TSHR antagonist: Antagonists of the Thyroid Stimulating Hormone Receptor: HTS campaign; Thyrotropin receptor (Homo sapiens), P16473; 0.2% of 330,000 active; AID 504810, 2011; TSHR-expressing cells, TSH-stimulated cAMP HTRF, 2 h; hits give low values; activity change, negative = inhibition, % at 11.5 µM;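 active means activity change below a set negative limit, meaning inhibition stronger than a set level, cut at about -70% in these data; inconclusive means activity change between two set negative limits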; further: on the % scale 0 is the no-effect control and ±100 the full control effect
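Read-out is FRET at 665 nm (cryptate excitation 337 nm) from a cryptate-tagged anti-cAMP antibody, competed by cell cAMP against cAMP-d2. Compounds are tested on freshly harvested TSHR cells challenged with 4nM TSH (EC80) for 2 hours at 37 deg C.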
USP2a block: qHTS Assay for Inhibitors of Ubiquitin-specific Protease USP2a Using CHOP2 as the Reporter. Ubiquitin carboxyl-terminal hydrolase 2 (Homo sapiens), O75604. USP2 core, Ub-CHOP2 coupled fluorogenic reporter, 485/531. Potency, µM (top dose mostly 38.3 µM), for the others: at the top dose activity change, negative = inhibition, actives largely listed as inhibitors. 0.01% of 330,000 active. AID 463254, 2010;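 further: potency means the concentration at half of the fitted maximal effect; plate controls were DMSO wells for no effect and full inhibition by NEM control for full effect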
Target sequence (O75604 whole entry, looked up): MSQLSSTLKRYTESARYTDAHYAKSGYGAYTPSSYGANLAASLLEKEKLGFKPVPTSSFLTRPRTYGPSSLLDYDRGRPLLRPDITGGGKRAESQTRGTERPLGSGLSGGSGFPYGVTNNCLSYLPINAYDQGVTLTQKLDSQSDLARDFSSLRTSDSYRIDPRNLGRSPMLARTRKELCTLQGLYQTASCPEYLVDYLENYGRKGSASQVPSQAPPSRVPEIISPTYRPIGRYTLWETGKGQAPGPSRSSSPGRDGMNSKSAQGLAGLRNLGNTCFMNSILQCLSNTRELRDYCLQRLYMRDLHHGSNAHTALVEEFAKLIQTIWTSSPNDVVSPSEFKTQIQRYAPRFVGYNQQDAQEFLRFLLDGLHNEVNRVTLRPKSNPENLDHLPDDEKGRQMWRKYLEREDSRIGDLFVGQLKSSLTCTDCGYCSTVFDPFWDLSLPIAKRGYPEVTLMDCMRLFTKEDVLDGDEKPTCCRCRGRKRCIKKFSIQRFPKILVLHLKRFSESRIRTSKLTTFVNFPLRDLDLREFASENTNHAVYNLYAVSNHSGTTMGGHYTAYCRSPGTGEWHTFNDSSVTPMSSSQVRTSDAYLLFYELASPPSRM
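USP2 core (10nM final) preincubated 30min RT with compound in 20mM Tris-HCl pH 8.0, 2mM CaCl2, 2mM beta-mercaptoethanol, 0.05% CHAPS; 25nM Ub-CHOP2 plus 25nM reporter substrate added, fluorescence (Ex485/Em531) read after 60min.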
Tb PFK block: qHTS Assay to Find Inhibitors of T. brucei phosphofructokinase | ATP-dependent 6-phosphofructokinase (Trypanosoma brucei brucei), O15648 | T. brucei PFK, ADP-Glo luminescence | Potency, µM (doses to about 57.5 µM), for inactives: top-dose activity, negative = inhibition, actives largely listed as inhibitors | 0.17% of 330,000 active;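 further: potency means the concentration at half of the fitted maximal effect; 0% = uninhibited 1x PFK enzyme wells and -100% = no-enzyme wells; nearly all actives have a fitted effect of over 60% in size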
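ADP-Glo luminescence quantified ADP after 45 min at room temperature, with 1.25 nM T. brucei PFK, 0.1 mM ATP and 0.5 mM fructose-6-phosphate in pH 8.0 TEA buffer. qHTS titrations up to 57 µM; curves classified by quality.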
Mito fusion yeast: qHTS Assay for Small Molecule Inhibitors of Mitochondrial Division or Activators of Mitochondrial Fusion | S. cerevisiae fusion-defective mutant growth rescue, CellTiterGlo 48 h | Potency, µM (series often up to 46.1 µM), without a hit: top-dose growth rescue (activation), actives largely listed as activators | 0.23% of 320,000 active | AID 485298, 2010;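 further: potency means the concentration at half of the fitted maximal effect; % of control where 0% means no effect; nearly all actives have a fitted effect of over 45% in size; temperature-sensitive fusion mutants such as fzo1-1 at 37 °C on non-fermentable ethanol glycerol medium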
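S. cerevisiae fusion-defective temperature-sensitive mutants (e.g. fzo1-1, mgm1-5) grown 48 h at 37C in YPEG (ethanol/glycerol non-fermentable) medium with 23 nl compound per well; growth rescue read as CellTiterGlo luminescence.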
B2AR arrestin: qHTS assay of beta-arrestin-biased ligands of beta2-adrenergic receptor; beta-arrestin recruitment to beta2AR, cell-based reporter; Potency, µM (highest dose often 46.1 µM), inactives show top-dose activation, usual class: activators; 0.02% of 330,000 active;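 further: potency means the concentration at half of the fitted maximal effect; 0% = DMSO controls and full agonism = EC100 isoproterenol or metaproterenol; nearly all actives have a fitted effect of over 65% in size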
Target sequence (P07550 whole entry, looked up): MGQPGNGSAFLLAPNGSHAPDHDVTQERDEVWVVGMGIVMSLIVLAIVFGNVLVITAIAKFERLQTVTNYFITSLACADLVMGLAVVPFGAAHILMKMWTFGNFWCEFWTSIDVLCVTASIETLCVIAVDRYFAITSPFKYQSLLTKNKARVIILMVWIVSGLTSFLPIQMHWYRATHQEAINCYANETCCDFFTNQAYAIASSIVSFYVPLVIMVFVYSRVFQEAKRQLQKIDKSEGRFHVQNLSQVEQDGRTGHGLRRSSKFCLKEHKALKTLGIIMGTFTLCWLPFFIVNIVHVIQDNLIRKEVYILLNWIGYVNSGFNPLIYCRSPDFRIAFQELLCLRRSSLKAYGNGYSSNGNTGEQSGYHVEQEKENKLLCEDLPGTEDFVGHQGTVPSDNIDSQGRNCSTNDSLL
* hit, by the source's call; ? = inconclusive; nt = not tested or not shown; [ ] = remark or other dose. Unless noted, the call rests on the fitted dose curve; in most records, active means well fitted curve in the direction sought with a large enough effect; inconclusive means small, poorly fitted or top-dose-only effect, or another doubt; inactive means no such curve, though single readings can be large; an effect the other way counts as inactive or inconclusive.

SMILES	uPA surface inh	TSG101-PTAP inh	ELG1 repair inh	Eya2 inh	BCR signal inh	TCR activator	TSHR antagonist	USP2a block	Tb PFK block	Mito fusion yeast	B2AR arrestin
N#Cc1ccccc1S(=O)(=O)N1CCC(C(=O)NCc2ccccc2CN2CCCC2)CC1	-1%	-1%	2%	2%	8%	-3%	41	-1%	7%	3%	-0.8%
Cc1cc(C(F)(F)F)n(-c2nc(C(=O)NN)cs2)n1	2%	-3%	-23%	-5%	-8%	4%	-5	0%	-2%	21%	0.0%
Cc1ccc(N(C(=O)c2ccc(S(=O)(=O)N3CCOCC3)cc2)C2C=CS(=O)(=O)C2)cc1 (configuration not stated)	7%	-1%	-11%	-11%	?	nt	-5	-10%	4%	-1%	0.0%
CCN(CC)C(=O)CSc1nc2sc3c(c2c(=O)n1-c1ccc(C)cc1)CC(C)(C)SC3	4%	0%	-12%	-16%	3%	1%	-2	4%	5%	16%	-0.3%
Cc1c(C)n(C(=O)CSc2nccn2C)c2ccccc12	-1%	-1%	-2%	12%[15.4 µM]	?	0%	10	4%	-2%	-3%	-1.5%
CC(C)(C)OC(=O)N/N=C/c1cn(-c2ccccc2)nc1-c1cccnc1	1%	-2%	?	-7%	-1%	-12%	-7	0%	8%	-1%	-0.3%
CC(=O)c1cccc(NC(=O)C2CC(=O)N(CCc3ccccc3)C2)c1 (configuration not stated)	2%	-2%	7%	-5%	-6%	1%	-6	1%	-8%	-5%	0.5%
CCCc1nc2oc3c(N4CCNCC4)ncnc3c2c2c1CCCC2	nt	nt	21%	-10%	0%	nt	-33	2%	3%	-1%	-0.4%
COc1ccc(/C=C2/SC(=S)N(CCC(=O)N3CCN(C)CC3)C2=O)cc1	-18%	-2%	6%	-26%	?	-1%	-2	2%	-2%	2%	-0.4%
Cc1cccc(C(=O)N2CCCC(N3CCN(c4ccccc4)CC3)C2)n1 (configuration not stated)	2%	-3%	17%	-1%	6%	-4%	-12	-1%	2%	2%	-1.1%
CSc1ncc(C(=O)Nc2cccc(S(N)(=O)=O)c2)n1-c1ccccc1	0%	3%	13%	0%	-7%	0%	7	2%	0%	2%	-0.2%
Cn1sc(NC(=O)c2ccccc2Cl)nc1=O	-4%	-3%	38%	-5%	3%	2%	-10	1%	1%	5%	0.2%
CCN1CCCC1CNC(=O)Cn1nc(C)n2nc(-c3ccccc3)cc2c1=O (configuration not stated)	2%	-6%	?	-5%	-1%	-2%	-1	2%	-2%	-5%	0.5%
Cc1c(NC(=S)NC(=O)c2cccc(Cl)c2)c(=O)n(-c2ccccc2)n1C	12%	-8%	-6%	5%	0%	1%	14	-1%	-2%	1%	3.0%
Cc1ccc(C(=O)c2cc3ccccc3o2)cc1	-4%	-1%	?	2%	0%	-1%	10	1%	3%	-1%	-3.8%
OC(CNCc1cccc(Br)c1)c1ccccc1 (configuration not stated)	-4%	-1%	-7%	-4%	4%	-4%	-4	1%	-15%	-11%	0.0%
Cn1nc(C(=O)OCCN2C(=O)c3ccccc3C2=O)c2ccccc2c1=O	4%	-5%	13%	-3%	?	-2%	2	2%	-2%	1%	0.0%
CC(C)(C)C1CCC(OC(=O)CN2CCCCC2)CC1 (configuration not stated)	4%	1%	16%	16%	-4%	-2%	4	-2%	-2%	0%	-0.4%
CN(CC(=O)Nc1ccc(F)c(F)c1F)C(=O)C1=NN(c2ccccc2)C(=O)CC1	0%	-1%	12%	-7%	?	4%	8	-1%	3%	-2%	-0.2%
O=C(Cc1cccs1)Nc1nnc(-c2ccccc2)s1	-10%	0%	?	9%	-1%	3%	40	-4%	3%	-3%	-0.2%
NS(=O)(=O)c1ccc(CCNc2ccnc3cc(Cl)ccc23)cc1	-3%	-1%	4%	4%	5%	-1%	41	2%	-2%	4%	-0.2%
CCOc1cc(NC(=O)c2ccco2)c(OCC)cc1NC(=O)CCC(=O)NCc1cccnc1	nt	1%	?	-4%	16%	6%	23	0%	5%	-3%	-1.7%
COc1ccc(C2=NCC(CSc3nccc(=O)[nH]3)S2)cc1 (configuration not stated)	-8%	-5%	?	19%	?	-1%	8	3%	0%	0%	-0.6%
COC(=O)C1=C(C)NC2=C(C(=O)c3ccccc32)C1c1cccc(OC)c1 (configuration not stated)	5%	-1%	-4%	0%	9%	-8%	-4	1%	-5%	8%	-0.3%
Cc1sc2ncnc(N3CCC(C(=O)NCC(=O)Nc4ccc(F)c(F)c4)CC3)c2c1C	?	-1%	?	9%	-9%	5%	-13	0%	-2%	1%	0.7%
O=C(COc1ccc(F)cc1Cl)Nc1cccc(S(=O)(=O)N2CCCCCC2)c1	?	-1%	?	-16%	2%	-2%	-27	4%	12%	5%	-0.7%
CCOc1ccc(C2C(C#N)=C(N)N(N(C)C)C3=C2C(=O)CCC3)cc1 (configuration not stated)	-1%	-3%	13%	-3%	1%	3%	1	4%	4%	1%	0.2%
COc1ccc(CC(=O)OC(C)C(=O)c2ccc(C)cc2)cc1 (configuration not stated)	2%	0%	-22%	-7%	-2%	5%	49	-9%	-1%	1%	-0.9%
CCCCCc1ccc(CC(=O)N2CCOCC2)cc1	-11%	-5%	9%	-5%	17%	3%	-5	-1%	-10%	1%	-0.5%
COc1cc(/C=C/C(=O)N2c3ccccc3Sc3ccc(C(F)(F)F)cc32)cc(OC)c1OC	7%	-4%	9.2µM*	-1%	0%	3%[46.1 µM]	-7	3%	-2%	12%	-1.8%
COc1ccc(-c2nn(-c3ccccc3)cc2/C=C/C(=O)OCC(=O)Nc2ccc(C#N)cc2)cc1	-2%	0%	?	-3%	3%	-1%[46.1 µM]	-4	-5%	-2%	5%	-0.9%
COC(=O)C1CCN(C(=O)CN2C(=O)NC(CCc3ccccc3)C2=O)CC1 (configuration not stated)	7%	1%	0%	7%	0%	-4%	-1	3%	-9%	-3%	0.0%
OCC1OC(Oc2cccc3ccccc23)C(O)C(O)C1O (configuration not stated)	-2%	-4%	14%	6%	0%	-1%	?	-1%	1%	8%	-0.2%
COc1cccc(OC)c1-c1nn2c(-c3ccco3)nnc2s1	-7%	-3%	?	-11%	?	2%	17	0%	-6%	-3%	0.6%
Cc1oc(-c2ccccc2)nc1C(=O)Nc1nccs1	-2%	-7%	?	4%	7%	2%	-17	4%	0%	2%	-0.1%
COc1ccc(NC(=S)NC2CCN(Cc3ccccc3)CC2)cc1OC	1%	-2%	15%	-5%	3%	4%	5	0%	8%	-3%	-0.2%
Cc1nn(-c2ccccc2)c2nc(=O)n(-c3ccccc3)cc12	-2%	1%	1%	20%[15.4 µM]	-3%	0%	-8	-4%	-5%	-2%	0.1%
CC1CCCN(C(=O)CN2C(=O)CSc3ccc(S(=O)(=O)N4CCOCC4)cc32)C1 (configuration not stated)	-10%	-3%	0%	-28%	0%	2%	20	0%	-17%	2%	1.0%
CCn1ccc2cc(OC)ccc2c1=S	-3%	-3%	?	13%	?	2%	19	-1%	0%	-1%	-0.1%
O=C(CSc1nnc(CNC(=O)c2cccs2)o1)NCCc1ccccc1	2%	-4%	0%	3%	-8%	1%[46.1 µM]	13	1%	-2%	-1%	-0.5%
Cc1noc(C)c1COc1ccccc1C(=O)NCCc1ccccc1	-3%	0%	?	25%	?	5%	2	0%	6%	0%	0.1%
CC(C)C(C(=O)NC1CCCC1)N(Cc1ccco1)C(=O)CNS(=O)(=O)c1ccccc1 (configuration not stated)	-1%	-4%	4%	1%	-6%	-5%	15	0%	-17%	-2%	0.2%
